# EBI2 block = antagonists of human EBI2 receptor; P32249; EBI2 beta-arrestin recruitment, luminescence, 7a,25-OHC stimulated; inhibition, % at 5 µM; hit rate 0.81% among 360,000; in the data active = inhibition above about 38%;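 note: enzyme fragment complementation signal reports receptor beta-arrestin coupling in cells; 0% = agonist plus DMSO wells and 100% = wells without agonist; some results beyond the cut were filed as inactive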
# CHOP UPR activ = apoptotic UPR (CHOP) activation | activation, % at 10 µM | hit rate 0.34% among 330,000 | CHO-CHOP luciferase reporter, luminescence; percent of tunicamycin response over DMSO baseline;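 active = at 10 µM dose, activation of 40% or more, normalized to positive control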;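 note: 100% = tunicamycin at 10 µg/mL and 0% = DMSO alone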
#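 Assay system: CHO-CHOP cells, stable luciferase reporter of PERK-eIF2a-CHOP signalling / Buffer or medium: F12 plus 10% serum / Compound dosing: one dose, 10 µM in 0.5% DMSO / Times: 6 h compound treatment, 37 °C / Technique: luciferase luminescence / Read-out: % reporter activation, DMSO baseline versus tunicamycin full activation / Benchmarks: tunicamycin and DMSO controls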
# Mdm2-MdmX inh = inhibitors of human Mdm2/MdmX interaction; O15151+Q00987; hit rate 3% among 330,000; SaOS-2 split-luciferase Mdm2/MdmX complementation, luminescence; inhibition, % at 8 µM;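 active = inhibition of at least 50% at 8 µM in the primary screen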
# CCR6 antagonist = CCR6 (human) receptor antagonism. inhibition, % at 20 µM. AID 493098. CHO-K1 CCR6 PathHunter beta-arrestin, luminescence, CCL20-stimulated. P51684. hit rate 0.49% among 340,000;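 active = compounds whose inhibition of the agonist-driven luminescence signal at 20 µM reaches about 50%, limit read from the data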;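 note: cells stimulated with CCL20 at 14 nM final; plate controls were DMSO with CCL20 for no effect and DMSO without agonist for full effect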
# Target sequence (P51684 whole entry, looked up): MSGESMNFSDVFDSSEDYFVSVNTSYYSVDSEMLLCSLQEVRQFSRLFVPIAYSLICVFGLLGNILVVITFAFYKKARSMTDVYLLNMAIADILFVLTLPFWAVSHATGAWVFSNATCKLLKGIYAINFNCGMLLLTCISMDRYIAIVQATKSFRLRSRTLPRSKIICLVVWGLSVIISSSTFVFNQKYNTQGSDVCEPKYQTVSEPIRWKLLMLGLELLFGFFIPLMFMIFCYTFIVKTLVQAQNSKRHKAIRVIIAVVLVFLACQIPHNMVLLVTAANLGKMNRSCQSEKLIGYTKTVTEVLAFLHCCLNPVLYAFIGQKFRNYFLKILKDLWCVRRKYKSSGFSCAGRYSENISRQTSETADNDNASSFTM
# CXCR6 inh = inhibitors of human CXCR6 receptor; O00574; CHO-K1 PathHunter CXCR6 beta-arrestin, luminescence; inhibition, % at 20 µM; hit rate 0.36% among 360,000; in the data active = inhibition above about 34%, passing the limit was not always enough;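 note: antagonist mode with CXCL16 agonist at 10 nM final; 0% = 10 nM CXCL16 with DMSO and 100% = unstimulated wells without agonist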
# Target sequence (O00574 whole entry, looked up): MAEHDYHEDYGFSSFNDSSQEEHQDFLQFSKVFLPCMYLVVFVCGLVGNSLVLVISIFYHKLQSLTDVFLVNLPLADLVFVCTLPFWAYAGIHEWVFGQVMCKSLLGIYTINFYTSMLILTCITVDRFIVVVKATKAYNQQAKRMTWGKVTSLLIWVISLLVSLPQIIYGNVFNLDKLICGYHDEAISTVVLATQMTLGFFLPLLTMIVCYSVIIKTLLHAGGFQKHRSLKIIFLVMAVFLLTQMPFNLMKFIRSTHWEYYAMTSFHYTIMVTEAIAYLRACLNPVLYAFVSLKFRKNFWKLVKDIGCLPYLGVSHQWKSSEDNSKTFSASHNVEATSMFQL
# APJ ag = APJ receptor agonism; CHO-K1 APJ PathHunter beta-arrestin, luminescence; 0% DMSO wells, 100% apelin; hit rate 0.11% among 330,000; P35414; activation, % at 20 µM; AID 2520;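 active = activation more than six SD over the plate average, tested at 20 µM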;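 note: 0% = DMSO alone and 100% = apelin-13 at 10 nM; some results filed as inactive read as strong as hits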
# Target sequence (P35414 whole entry, looked up): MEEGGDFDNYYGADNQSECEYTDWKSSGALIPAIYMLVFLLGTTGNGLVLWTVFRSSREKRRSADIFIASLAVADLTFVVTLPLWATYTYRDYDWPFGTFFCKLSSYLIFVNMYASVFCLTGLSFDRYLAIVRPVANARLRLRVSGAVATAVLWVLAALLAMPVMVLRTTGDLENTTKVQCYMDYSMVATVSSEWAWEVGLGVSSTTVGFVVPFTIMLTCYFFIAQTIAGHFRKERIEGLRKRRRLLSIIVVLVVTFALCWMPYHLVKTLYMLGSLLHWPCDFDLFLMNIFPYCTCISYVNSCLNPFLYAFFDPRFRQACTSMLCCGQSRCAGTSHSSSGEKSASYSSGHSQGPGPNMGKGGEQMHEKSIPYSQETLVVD
#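 Assay system: engineered CHO-K1 APJ arrestin reporter cells; Amount: 1000 CHO-K1 reporter cells seeded per well; Dosing: one dose, 20 µM compound, 1% DMSO; Times: compound stimulation 90 min at 25 °C, detection 60 min; Measured by: luminescent beta-gal fragment complementation, chemiluminescent substrate; Read-out: APJ–arrestin association signal; Controls: DMSO vs Apelin-13 10 nM.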
# XBP1 UPR activ = adaptive UPR (XBP1) activation; hit rate 0.33% among 330,000; AID 463104; CHO-XBP1 luciferase reporter, IRE1-XBP1 UPR activation, luminescence; percent of tunicamycin response, DMSO as zero; activation, % at 20 µM;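 active = versus positive control, 20 µM dose yields 30% or more activation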;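 note: 100% = tunicamycin at 10 µg/mL and 0% = DMSO only wells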
#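 Material: CHO cell line with stable XBP1 luciferase reporter; schedule: 16-18 h cell attachment at 37 °C, then 6 h compound exposure; signal: glow luminescence from Steady-Glo reagent; medium: serum-containing F12 medium, 10% FBS; benchmarks: tunicamycin 10 µg/mL and vehicle-only wells; read-out: percent activation relative to tunicamycin reference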
# tim23-1 inh = tim23-1 yeast growth inhibition | S. cerevisiae tim23-1 growth, BacTiter-Glo luminescence, 24 h | inhibition, % at 20 µM | hit rate 1.3% among 330,000 | AID 463212;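 active = growth inhibition of the mutant yeast at or above 50%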;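 note: temperature-sensitive mutant grown at 25 °C; plate controls were DMSO-treated mutant yeast for no effect and medium wells lacking yeast for full effect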
# APJ antag = APJ receptor antagonism; P35414; CHO-K1 APJ beta-arrestin complementation, luminescence; inhibition, % at 20 µM; hit rate 0.32% among 330,000;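 active = inhibition above about 40% at 20 µM, limit read from the data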;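 note: cells challenged with 10 nM apelin-13 agonist together with compound; plate controls were apelin-13 plus DMSO wells for no effect and DMSO wells lacking apelin-13 for full effect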
# An asterisk follows results filed as active; · = not tested or not shown. A portion of the library; rates above refer to the full screens.
SMILES,EBI2 block,CHOP UPR activ,Mdm2-MdmX inh,CCR6 antagonist,CXCR6 inh,APJ ag,XBP1 UPR activ,tim23-1 inh,APJ antag
CCCCC(=O)N/N=C/c1c(O)n(-c2cccc3ccccc23)c(=O)[nH]c1=O,-5,-1.2,19,7,3,4,3,4,-8
C=CCN1C(=O)NC(=O)C(CCc2ccncc2)(CCc2ccncc2)C1=O,-3,0.3,-14,12,-11,-4,-4,-12,3
Nc1ccncc1Cl,-8,-0.5,13,-1,-6,-3,-2,4,-27
Cc1cc(C=C2C(=O)N(C)C(=S)N(C)C2=O)c(C)n1C1CCCCC1,14,4.0,19,13,12,-5,-2,23,0
Cc1ccc[n+](CC(O)Cn2c3ccccc3c3ccccc32)c1 (configuration not stated),-18,0.8,-22,4,2,-2,-1,-13,-1
Cn1c(NN=O)nc2ccccc21,4,21,59*,36,25,-6,12,20,39
COc1ccc(OC)c(-n2c(O)c(/C=C3\C=Nc4ccccc43)c(=O)[nH]c2=O)c1,2,-0.8,12,9,5,-2,-5,-1,2
CN(C)CCN(CC1CCCN(Cc2ccccc2F)C1)C(=O)Cc1ccc(F)c(F)c1 (configuration not stated),3,1.7,15,4,-4,-3,-1,-15,11
BrCC(Br)C1CCC(Br)C(Br)C1 (configuration not stated),-5,-1.6,5,40,-3,0,1,8,-25
COC(=O)C1=C(c2cccc(OCc3ccccc3)c2)C[C@@H]2CC[C@H]1N2C(=O)NCCOc1ccccc1Cl,16,6.6,44,29,21,-2,1,21,11

# Single records, as listed above. Order of screens: EBI2 block, CHOP UPR activ, Mdm2-MdmX inh, CCR6 antagonist, CXCR6 inh, APJ ag, XBP1 UPR activ, tim23-1 inh, APJ antag
# Entry for C=CCN1C(=O)NC(=O)C(CCc2ccncc2)(CCc2ccncc2)C1=O → -3, 0.3, -14, 12, -11, -4, -4, -12, 3
# Entry for BrCC(Br)C1CCC(Br)C(Br)C1 (configuration not stated) → -5, -1.6, 5, 40, -3, 0, 1, 8, -25

# (listing goes on)
SMILES,EBI2 block,CHOP UPR activ,Mdm2-MdmX inh,CCR6 antagonist,CXCR6 inh,APJ ag,XBP1 UPR activ,tim23-1 inh,APJ antag
c1ccc(-c2[nH]c[n+](CC3CO3)c2-c2ccccc2)cc1 (configuration not stated),·,1.7,9,·,·,0,-1,15,1
c1ccc(CN2CCN(Cc3ccc4c(c3)OCCO4)CC2)cc1,-2,-0.8,21,-2,1,-1,-3,7,5
Nc1c(C(=O)NCC2CCCO2)c2nc3ccccc3nc2n1Cc1ccco1 (configuration not stated),30,1.8,16,10,-3,-5,2,14,3
Cc1ccccc1NC(=S)NC(NC(=O)CF)C(Cl)(Cl)Cl (configuration not stated),0,-3.4,-9,6,-4,-1,4,11,-15
COc1ccccc1CC(=O)N1CCN(CCc2ccccc2)CC1,1,1.2,20,17,-4,-3,-2,6,-6
CC(C)(C)C(=O)NC1CCSC1=O (configuration not stated),·,-2.4,0,·,·,0,-3,1,-20
CC(=O)C1=C(C)OC(N)=C(C(=O)OC(C)C)C12C(=O)Nc1ccccc12 (configuration not stated),-3,-1.5,22,1,-10,3,2,20,-11
Cc1ccc(S(=O)(=O)N2CC3CC(C2)c2cccc(=O)n2C3)cc1 (configuration not stated),-4,0.5,-15,5,1,1,-1,-6,-4
CC(Cc1ccc(O)cc1)NCC(O)c1cc(O)cc(O)c1 (configuration not stated),-7,0.0,11,1,2,-6,-6,-18,-7
COc1cc2c(cc1OC)C(C(=O)NCCC(C)C)C1CCCCN1C2=O (configuration not stated),0,0.7,4,1,4,-2,1,7,5
Cc1ccccc1OCCCn1cc(C(=O)C(=O)N2CCOCC2)c2ccccc21,15,1.4,6,9,-4,-1,-1,13,6
Cc1c2cnn(CC(=O)N3CCC4(CC3)OCCO4)c(=O)c2c(C)n1Cc1ccccc1Cl,-6,1.7,29,18,8,-3,-3,-3,20
Cc1[nH]c2ccc(OC(F)(F)F)cc2c1CCNCc1cccc([N+](=O)[O-])c1,4,0.4,47,16,1,-3,0,13,2
Cc1cc(C=C2C(=O)NC(=S)NC2=O)c(C)n1-c1ccc2c(c1)OCO2,-2,3.5,19,35,-2,6,-1,29,5
C=C1[C@H]2CC[C@H]3[C@]4(C)C[C@H](O[C@@H]5OC(CO)[C@@H](OSOOO)[C@H](OS(=O)(=O)O)[C@H]5OC(=O)CC(C)C)C[C@@H](C(=O)O)[C@H]4CC[C@]3(C2)[C@H]1O (some centres not stated),15,-1.3,2,6,-2,-4,-2,18,1
OCC#CC[N+]1(CC#Cc2ccccc2)CCCC1,-8,0.8,11,8,-5,-5,0,5,5
CCOC(=O)C1=C(N)OC2=C(C(=O)CCC2)C12C(=O)N(CC(N)=O)c1ccccc12 (configuration not stated),2,-1.0,4,-2,-8,-3,-4,3,-7
CCC1C=CC=CC[C@H](C)[C@@H](O)[C@](C)(O)C(=O)[C@@H](C)[C@H](O)[C@@H](C)C(=O)[C@H](C)[C@@H](O)[C@H](C)C=CC(=O)OC2[C@@H](C)C(CC1)OC1(CC[C@@H](C)C(C[C@H](C)O)O1)[C@@H]2C (some centres not stated),·,29,100*,·,·,27,-12,46,8
O=c1c2ccccc2nc(-c2ccccc2Cl)n1-c1ccc(O)cc1,-7,-1.7,16,10,0,0,-7,10,1
CCN(CC)C(=O)c1ccc(NC(=O)c2ccc(N3CCCC3=O)cc2)cc1,-12,0.6,4,1,-5,-3,0,3,18
O=c1c(C=NCCN2CCNCC2)c(O)n(C2CCCCC2)c(=O)n1C1CCCCC1,7,1.9,48,-18,-7,-2,5,29,15
CC1=C(C(=O)Nc2ccccc2)S(=O)(=O)CCO1,-1,1.4,28,2,0,2,1,18,4
CCC(COC(=O)NC)NC(=O)Oc1ccccc1 (configuration not stated),-3,-0.2,9,-12,2,-4,-1,5,18
CCOC(=O)[C@@H]1[C@H]2COc3ccc(Br)cc3[C@H]2N2C(=O)N(c3cccc(C)c3)C(=O)[C@]12C,12,0.9,-11,7,-4,-3,2,34,24
COC(=O)C1=C(c2ccc(S(C)(=O)=O)cc2)C[C@@H]2CC[C@H]1N2C(=O)NCc1ccc(F)cc1,-2,-1.2,37,-2,7,6,0,8,-4
CN(C)c1ccc(C=C2C(=O)NC(=S)NC2=O)cc1[N+](=O)[O-],3,0.4,6,15,11,-3,0,0,15
CCN(CC)CCN=Cc1c(O)n(CCc2ccccc2)c(=O)[nH]c1=O,-5,-0.1,15,-21,-2,6,-1,17,-4
O=C1NC(=O)N(CCc2ccc(F)cc2)C(=O)/C1=C/C=C/c1ccccc1,58*,75*,99*,-12,-17,3,2,16,-8
CC(C)(O)C(=O)Nc1ccc([N+](=O)[O-])c(C(F)(F)F)c1,2,2.2,15,9,2,0,-3,15,6
COC(=O)c1ccccc1N=Cc1c(O)[nH]c(=O)[nH]c1=O,-3,0.7,7,0,5,-4,-3,6,17
CCCc1[nH]nc2c1C1(C(=O)N(CC(N)=O)c3ccccc31)C(C(=O)OC)=C(N)O2 (configuration not stated),4,-4.5,-13,-7,-14,2,0,-3,0
FC(F)(F)c1ccc(NC2=NCCCS2)cc1,-1,1.1,0,19,-16,0,4,-4,20
CCC(=NCc1cc(OC)cc(OC)c1)c1c(O)n(C2CCCCC2)c(=O)[nH]c1=O,12,3.3,25,13,-5,6,-4,23,13
CC(C)(C)NC(=S)/N=C(\N)N[N+](=O)[O-],0,0.0,11,20,7,-4,-4,6,-6
COC(=O)C1=C(c2ccccc2OCc2ccccc2)C[C@@H]2CC[C@H]1N2C(=O)NCCOc1ccc(OC)cc1,51*,3.5,33,14,15,-4,-5,22,2
CCOC(=O)C1C2c3ccccc3O[C@@]1(C)N=C1SCC(=O)N12 (some centres not stated),-13,-1.7,19,3,0,0,-3,-4,-16
CC(C)(C)c1o[nH]c(=O)c1CC(N)C(=O)O (configuration not stated),-1,0.6,2,6,-4,6,-6,9,4
C[C@@H]([C@@H](O)c1ccccc1)N(C)C(=O)Cc1ccccc1,-19,0.6,14,6,-6,-2,-1,3,23
C[C@@H]1CC2(CCCC[N+]2(C)C)C[C@H]1C,-7,1.3,-23,15,6,-2,-2,19,-25
CC(C)NS(=O)(=O)c1ccc(OCC(=O)N2CCN(Cc3ccc4c(c3)OCO4)CC2)c(Cl)c1,13,-1.2,6,-7,-5,-1,-3,17,-9
CCCCCc1nc2c(c(=O)c3ccccc3n2C)c(=O)n1C1CCCCCC1,31,12,69*,27,38,3,61*,70*,0
CN(C)CCCN=Cc1c(O)n(CCc2ccccc2)c(=O)[nH]c1=O,6,-0.6,4,-2,4,-4,-1,-1,4
CCOc1cc2[nH]c(=S)n(CCCC(=O)N3CCC4(CC3)OCCO4)c(=O)c2cc1OCC,0,1.2,-13,-9,-1,35*,0,6,2
O=C1NC(=O)C(=Cc2ccc(OCC(=O)N3CCOCC3)cc2)C(=O)N1,-8,1.6,6,-2,-1,0,0,3,9
COc1ccc(CN2CCNCC2)cc1,7,-1.0,-11,3,8,-3,-3,9,15
Cc1ccc2[nH]c(C)c(CCNCc3ccco3)c2c1,-3,2.5,17,10,-5,-8,-4,13,27
O=c1[nH]c(=S)n(-c2ccccc2F)c(O)c1C=NCCN1CCNCC1,8,-0.8,22,-4,-14,0,-3,0,9
Clc1ccc2c(c1)C(c1ccccc1Cl)=NCc1nnc(N3CCN(CCSc4ccccc4)CC3)n1-2,-15,-0.9,40,4,1,-1,-4,34,17
COc1ccc(CC(C)NCCc2ccc(OC)c(OC)c2)cc1 (configuration not stated),-1,0.5,13,5,6,-2,-6,11,15
COc1ccc(C2=CC(c3ccc(OC)c(OC)c3)c3c(c4ccccc4oc3=O)O2)cc1OC (configuration not stated),18,3.4,55*,16,1,-4,8,11,18

# Next part
SMILES,EBI2 block,CHOP UPR activ,Mdm2-MdmX inh,CCR6 antagonist,CXCR6 inh,APJ ag,XBP1 UPR activ,tim23-1 inh,APJ antag
C=CCn1c(O)c(C(CC)=Nc2cccc(C(=O)O)c2)c(=O)[nH]c1=O,-12,-1.8,-1,-2,-5,-1,-3,11,-7
Cc1cc(O)c2c(c1)OC(C)(C)C1=C2CC(C)CC1 (configuration not stated),7,-1.6,8,19,-12,3,-3,29,-6
CCCNC(=O)N1[C@H]2CC[C@@H]1C(C(=O)OC)=C(c1ccc(C(C)=O)cc1)C2,-3,2.6,4,1,-5,-3,-2,-2,13
CCCCCSc1cc(OC)c(CCN)cc1OC,-2,0.3,16,7,-7,3,10,-11,-7
COc1ccc(CCn2c(O)c(C=NCCN3CCCCC3)c(=O)[nH]c2=O)cc1OC,-4,2.7,11,-4,5,-2,0,3,2
CCn1c(=O)n(CC)c2cc([N+](=O)[O-])c(N3CCNCC3)cc21,2,-1.1,26,-2,-4,1,0,10,0
